Source: PubChem
Apoferritin bind – qHTS Assay for Identification of Novel General Anesthetics; apoferritin/1-aminoanthracene competitive binding, fluorescence; actives 0.074% (n = 350,000); Potency, µM (highest dose often 77.5 µM), without a hit: at the top dose activity change, negative = displacement, actives largely listed as inhibitors; AID 485281, 2010; Ferritin light chain (Equus caballus), P02791; also: nearly all actives have a fitted effect of over 20% in size
Target sequence (P02791 2-175 limits assumed): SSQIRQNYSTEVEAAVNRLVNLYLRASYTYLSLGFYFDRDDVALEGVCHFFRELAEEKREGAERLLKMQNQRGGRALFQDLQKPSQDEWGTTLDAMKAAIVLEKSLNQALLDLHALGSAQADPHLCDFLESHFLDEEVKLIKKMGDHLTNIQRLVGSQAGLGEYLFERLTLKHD
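Read-out: endpoint 1-AMA fluorescence, excitation 380 nm and emission 535 nm, after compounds sit 10 min at room temperature with 10 uM horse-spleen apoferritin in 50% saturated 1-AMA/PBS. Values come from four-parameter Hill fits.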
BLM helicase inh – qHTS Assay for Inhibitors of Bloom's syndrome helicase (BLM); RecQ-like DNA helicase BLM (Homo sapiens), P54132; recombinant BLM DNA unwinding, fluorescence dequenching; Potency, µM (series often up to 56.1 µM), without a hit: at the highest dose activity change, negative = inhibition, most hits filed as inhibitors; actives 0.2% (n = 350,000); AID 2528, 2010;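 also: plate controls were vehicle for no effect and no enzyme for full effect; nearly all actives have a fitted effect of over 35% in size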
POLK inh – qHTS for Inhibitors of Polymerase Kappa; DNA polymerase kappa (Homo sapiens), Q9UBT6; purified Pol kappa, fluorescent DNA synthesis assay, 10 min; Potency, µM (series often up to 107 µM), for the others: at the top dose activity, negative = inhibition, actives largely listed as inhibitors; actives 0.53% (n = 400,000)
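10 nM Pol kappa was preincubated with compounds for 15 min at room temperature. Reaction started with 50 nM (final) substrate. Fluorescence read kinetically at 0 and 10 min.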
APEX1 inh – qHTS Assay for Inhibitors of the Human Apurinic/apyrimidinic Endonuclease 1 (APE1) | actives 0.35% (n = 350,000) | recombinant APE1, TAMRA/BHQ-2 abasic DNA cleavage fluorescence | AID 2517, 2012 | Potency, µM (doses to about 65.8 µM), inactives show at the highest dose activity change, negative = inhibition, hits mostly inhibitors | DNA repair nuclease/redox regulator APEX1 (Homo sapiens), P27695;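 also: plate controls were vehicle for no effect and reference inhibitor for full effect; nearly all actives have a fitted effect of over 55% in size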
Target sequence (P27695 whole entry, looked up): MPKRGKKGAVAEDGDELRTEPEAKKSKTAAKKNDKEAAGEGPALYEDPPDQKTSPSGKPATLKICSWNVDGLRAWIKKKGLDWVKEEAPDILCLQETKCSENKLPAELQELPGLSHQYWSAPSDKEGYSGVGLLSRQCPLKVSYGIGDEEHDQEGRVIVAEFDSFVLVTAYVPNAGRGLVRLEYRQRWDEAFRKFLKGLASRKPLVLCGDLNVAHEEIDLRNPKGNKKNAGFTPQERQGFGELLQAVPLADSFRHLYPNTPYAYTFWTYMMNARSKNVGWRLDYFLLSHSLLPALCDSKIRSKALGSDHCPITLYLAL
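Kinetic fluorescence read (525 ex/598 em nm, three reads 60 s apart) of AP-site incision; signal = third minus first read. Enzyme 0.75 nM, dual-labelled THF duplex 50 nM, compound preincubation 15 min RT.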
Numbers without * were called inactive; ? = inconclusive; / = no result given; & = joins results of further samples; [ ] = dose if it differs, or a comment. Calls follow the shape of the dose curve; as a rule, active = well fitted curve in the direction sought with a large enough effect; inconclusive = small, poorly fitted or top-dose-only effect, or another doubt; inactive = no such curve, though single readings can be large; an effect the other way counts as inactive or inconclusive. Unless noted, % is scaled to controls: 0 for no effect and ±100 for the full control effect; potency is read from the fitted curve at half-maximal effect.

Below each SMILES: APEX1 inh	POLK inh	BLM helicase inh	Apoferritin bind
CN(C)C(=O)Nc1cccc(C(F)(F)F)c1
    6%	/	/	/
C=CCOC(C)=O
    -3%	/	/	/
Cc1cccc(N)c1C
    3%	/	/	/
O=[N+]([O-])c1ccc2c3c(cccc13)CC2
    -5%	/	/	/
CCSC(=O)Cl
    0%	/	/	/
N#CC(Cl)Cl
    3%	/	/	/
CC(C)Br
    4%	/	/	/
C[C@]12C[C@H]3S[C@H]3C[C@@H]1CC[C@@H]1[C@@H]2CC[C@]2(C)[C@@H](O)CC[C@@H]12
    -4%[21 µM]	/	/	/
c1ccc2cc3c(cc2c1)-c1cccc2cccc-3c12
    -1%	/	/	/
O=C(Cl)c1ccccc1F
    -5%	/	/	/
CN(C)c1ccc(N(C)C)cc1
    ?	/	/	/
Nc1cccc(Cl)c1
    5%	/	/	/
ClC=CCl
    15%	/	/	/
ClCCCCl
    16%	/	/	/
C=COC(C)=O
    5%	/	/	/

(further entries)
Below each SMILES: APEX1 inh	POLK inh	BLM helicase inh	Apoferritin bind
CC(Cl)Cl
    24%	/	/	/
C=C(C)C(=O)OCC1CO1 (stereo not given)
    -3%	/	/	/
C=CC#N
    3%	/	/	/
Nc1ccccc1-c1ccccc1
    4%	/	/	/
COC(=O)c1ccccc1N
    0%	/	/	/
CC(C)(c1ccccc1)c1ccc(O)cc1
    -3%	/	/	/
COc1c(C(C)(C)C)cc([N+](=O)[O-])c(C)c1[N+](=O)[O-]
    1%	/	/	/
c1ccc2c(c1)CCNC2
    2%	/	/	/
CCCCCc1cc(O)cc(O)c1
    -1%	/	/	/
Nc1cccc2ccccc12
    ?	/	/	/
CC(C)(OOC(C)(C)c1ccccc1)c1ccccc1
    -4%	/	/	/
Cl/C=C\Cl
    -3%	/	/	/
CCC12CCN(Cc3ccc(F)cc3)CC1Oc1c(O)cccc12 (stereo not given)
    20%	/	/	/
Clc1ccc(C(Cl)(Cl)Cl)cc1Cl
    2%	/	/	/
O=[N+]([O-])c1cc(Cl)c(Cl)c(Cl)c1
    -2%	/	/	/

More records.
Below each SMILES: APEX1 inh	POLK inh	BLM helicase inh	Apoferritin bind
C[C@]12CCC3C(CC[C@H]4C[C@@H](O)CC[C@]34C)C1C[C@@H](Br)[C@H]2O (stereo not given in full)
    8%	/	/	/
[O-][Cl+2]([O-])O
    -2%	/	/	/
CN(C)NC(=O)CCC(=O)O
    14%	/	/	/
c1ccc(C2CO2)cc1 (stereo not given)
    26%	/	/	/
CC(=O)[O-].CC(=O)[O-].O.O.O.[Pb+2]
    -3%	/	/	/
COC(=O)Nc1cccc(OC(=O)Nc2cccc(C)c2)c1
    -1%	/	/	/
Cc1coc2c1CCC(C)C2 (stereo not given)
    -2%	/	/	/
O=[N+]([O-])c1ccccc1-c1ccccc1
    2%	/	/	/
Nn1cnnc1
    2%	/	/	/
Nc1ccc([N+](=O)[O-])cc1N
    2%	/	/	/
CC/C=C\C/C=C\C/C=C\C/C=C\C/C=C\CCCC(=O)NCC(=O)O
    -1%	/	-5%	/
O=c1oc2ccccc2c(O)c1C(c1ccccc1O)c1c(O)c2ccccc2oc1=O
    2%	/	1%	/
C/C=C1/CN2CC[C@]34C(=C(C=O)[C@@H]1C[C@H]23)Nc1c(O)cccc14
    2%	/	-2%	/
CCN1C[C@]2(C)CC[C@H](OC)[C@@]34[C@H]1C1(OCO[C@@]15C[C@H](OC)C1C[C@]3(O)C5[C@H]1OC)[C@@H](O)[C@H]24
    5%	/	-1%	/
CN1C2CCC1CC(C(=O)OC(CO)c1ccccc1)C2 (stereo not given)
    0%	/	0%	/

Complete entries from above:
COC(=O)Nc1cccc(OC(=O)Nc2cccc(C)c2)c1 reads APEX1 inh: -1%; POLK inh: /; BLM helicase inh: /; Apoferritin bind: /
O=[N+]([O-])c1ccccc1-c1ccccc1 reads APEX1 inh: 2%; POLK inh: /; BLM helicase inh: /; Apoferritin bind: /

Remaining list, next part.
Below each SMILES: APEX1 inh	POLK inh	BLM helicase inh	Apoferritin bind
COC(=O)C1=CO[C@@H](C)[C@@H]2CN3CCc4c([nH]c5cc(OC)ccc45)[C@@H]3C[C@H]12
    -8%	/	-16%	/
O=C(O)[C@@H]1Cc2[nH]cnc2C(c2cccnc2)N1 (stereo not given in full)
    1%	/	1%	/
CC(=O)O[C@@H]1C[C@@]2(C)C(c3ccoc3)C[C@H]3O[C@]32[C@]2(C)C(=O)C(O)=C3C(C)(C)C(=O)C=C[C@]3(C)C12 (stereo not given in full)
    -2%	/	-8%	/
C=CCC(O)(C(=O)OC)c1ccccc1 (stereo not given)
    0%	/	1%	/
CC(=O)OC[C@]12C[C@H](OC(=O)CC(C)C)C(C)=C[C@H]1O[C@H]1[C@H](O)[C@@H](OC(C)=O)[C@@]2(C)[C@]12CO2
    0%	/	3%	/
COC(=O)[C@@H]1C[C@@]2(O)[C@@H](O)[C@@H](O)[C@@H](O)C[C@H]2N1Cc1cccnc1
    -9%	/	-2%	-7%
CN1CCc2nc(CO)c(CO)cc2C1
    -12%[12.4 µM]	/	2%[12.4 µM]	-2%[15.3 µM]
CCc1cc2c(nc1CC)CCN(CC/C(C)=N/OC)C2
    -11%[12.4 µM]	/	1%[12.4 µM]	-5%[15.3 µM]
Clc1ccc(C2(Cn3cncn3)OCCO2)c(Cl)c1
    /	-3%[19.4 µM]	5%	/
CC12CCC3C4CCC(=O)C(O)=C4CCC3C1CCC2OC(=O)CCC1CCCC1 (stereo not given)
    /	-1%[19.4 µM]	0%	/
O=C1CCCCC1CN1CCCCC1 (stereo not given)
    /	-1%[19.4 µM]	3%	/
O=C(CCl)c1ccc(Oc2ccc(C(=O)CCl)cc2)cc1
    /	-9%[19.4 µM]	-29%	/
CC(=O)O[C@H]1CC[C@H]2[C@@H]3CCC4=CC(=O)CCC4=C3C=C[C@]12C
    /	7%[19.4 µM]	-3%	/
CCCC(=O)OC(C(Cl)(Cl)Cl)P(=O)(OC)OC (stereo not given)
    /	-30%[60.1 µM]	8%	/
O=c1[nH]cc(N(CCCl)CCCl)c(=O)[nH]1
    /	6%[19.4 µM]	3%	/

More structures
Below each SMILES: APEX1 inh	POLK inh	BLM helicase inh	Apoferritin bind
C[C@]12CCC(=O)C(O)=C1CC[C@@H]1[C@H]3CCC(=O)[C@@]3(C)CC[C@@H]12
    /	7%[19.4 µM]	-9%	/
CCOc1ccc2c3c1O[C@H]1[C@@H](O)C=C[C@H]4[C@@H](C2)N(C)CC[C@@]341
    /	5%[19.4 µM]	1%	/
N#CC1(N2CCCCC2)CCCCC1
    /	3%[19.4 µM]	-1%	/
O=C(O)CO.[NH2-].[NH2-].[Pt+2]
    /	-1%[19.4 µM]	5%	/
CCOP(=O)(OCC)O/C(=C/Cl)c1ccc(Cl)cc1Cl
    /	-2%[19.4 µM]	-2%	/
Oc1cc[c]([Hg][Cl])cc1
    /	0%[19.4 µM]	4%	/
CCCCNCC(O)c1ccc(O)cc1 (stereo not given)
    /	-8%[60.1 µM]	-8%	/
CO[C@H]1[C@@H](O)CC(OC2[C@@H](O)CC(OC3[C@@H](O)C[C@H](OC4CC[C@@]5(C)C(CCC6C5CC(O)[C@]5(C)[C@H](C7=CC(=O)OC7)CCC65O)C4)O[C@@H]3C)O[C@@H]2C)O[C@@H]1C (stereo not given in full)
    /	0%[19.4 µM]	2%	/
CCCCCc1cc(O)c2c(c1)OC(C)(C)C1CC=C(C)CC21 (stereo not given)
    /	-2%[19.4 µM]	-11%	/
C[N+]1(C)C2CC[C@H]1CC(OC(=O)[C@@H](CO)c1ccccc1)C2 (stereo not given in full)
    /	-22%[60.1 µM]	-1%	/
CCCCCCC(=O)O[C@H]1CC[C@H]2[C@@H]3CCC4CC(=O)C=C(C)[C@]4(C)[C@H]3CC[C@]12C (stereo not given in full)
    /	3%[19.4 µM]	-5%	/
Cc1nnc2n1-c1ccc(Cl)cc1C(c1ccccc1Cl)=NC2
    /	4%[19.4 µM]	3%	/
O=c1cccc2n1CC1CC2CN(CCO)C1 (stereo not given)
    -5%	-10%[19.4 µM]	1%	/
O=C(Nc1cccc(F)c1)N1CC2(CCNCC2)C1
    18%	-3%[60.1 µM]	7%	/
CC(C)NC(=O)N1CC[C@@]2(CCCNC2)C1
    2%	-13%[60.1 µM]	-1%	/

The list goes on.
Below each SMILES: APEX1 inh	POLK inh	BLM helicase inh	Apoferritin bind
COC(=O)N1CCN(C(=O)Cc2ccc(Cl)c(Cl)c2)[C@H](CN2CCCC2)C1
    -5%	-7%[19.4 µM]	4%	/
COc1ccc2c(c1O)-c1c(OC)c(OC)cc3c1[C@@H](C2)N(C)CC3
    -6%	-17%[60.1 µM]	4%	/
C(=C/c1ccccc1)/CN1CCN(CCOC(c2ccccc2)c2ccccc2)CC1
    -6%	?	-4%	/
COc1ccc(C(=O)c2c(C)n(CCN3CCOCC3)c3cc(I)ccc23)cc1
    10%	-11%[19.4 µM]	-9%	/
CN1CCCC2(CCN(C(=O)c3csnn3)CC2)C1
    3%	7%[60.1 µM]	1%	/
O=C(O)CNCP(=O)(O)O
    1%	-6%[60.1 µM]	1%	/
Ic1cncc(OC[C@@H]2CCN2)c1
    4%	-10%[19.4 µM]	-2%	/
C[C@@]12CC[C@@H]3c4ccc(O)cc4C[C@H](CCCCCCCCCS(=O)CCCC(F)(F)C(F)(F)F)[C@H]3[C@@H]1CC[C@@H]2O (stereo not given in full)
    -3%	?	-2%	/
CCCCCCCCOC(=O)c1ccccc1C(=O)OCCCCCCCC
    4%	-5%[60.1 µM]	1%	/
CNCC/C=C\c1cccnc1
    -9%	-5%[19.4 µM]	0%	/
N[C@H](Cc1o[nH]c(=O)c1Cl)C(=O)O
    ?	-6%[19.4 µM]	-1%	/
CCN1C[C@@]2(COC)C3[C@@H](OC)C4[C@@H]1[C@@]3(C1C[C@@]3(O)[C@H](OC(=O)c5ccccc5)C1[C@]4(OC(C)=O)[C@@H](O)[C@@H]3OC)[C@@H](OC)C[C@H]2O (stereo not given in full)
    16%	-9%[19.4 µM]	4%	/
CC(C)[C@@]1(NC(=O)[C@@H]2C[C@H]3c4cccc5[nH]cc(c45)C[C@@H]3N(C)C2)O[C@@]2(O)[C@H]3CCCN3C(=O)[C@H](Cc3ccccc3)N2C1=O
    14%&0%	-7%&-5%[19.4 µM]	0%&-1%	/
CN1Cc2c(ccc3c2OCO3)C2C(O)Cc3cc4c(cc3C21)OCO4 (stereo not given)
    -5%&28%	-6%[19.4 µM]	5%&4%	/
C=CCN=C=S
    2%	3%[60.1 µM]	-6%	/

(continued)
Below each SMILES: APEX1 inh	POLK inh	BLM helicase inh	Apoferritin bind
CN1CC[C@@H]2CN3CCc4cccc(c43)[C@H]2C1
    -2%	-14%[19.4 µM]	1%	/
CC(=O)c1c(O)c(C)c(O)c(Cc2c(O)c3c(c(C(=O)/C=C\c4ccccc4)c2O)OC(C)(C)C=C3)c1O
    -9%	?	-16%	/
CC(C)CCON=O
    3%	-18%[60.1 µM]	1%	/
COC(=O)/C=C\C(=O)N[C@@H]1CC[C@@]2(O)[C@H]3Cc4ccc(O)c5c4[C@@]2(CCN3CC2CC2)[C@@H]1O5
    -11%	-5%[19.4 µM]	0%	/
O=C(Oc1ccccc1)N1CCC2(CC1)CN(Cc1ccncc1)C2
    8%	?	3%	/
Oc1ccc2c3c1O[C@H]1c4c(c5ccccc5n4Cc4ccccc4)C[C@]4(O)[C@H](C2)N(CC2CC2)CC[C@@]314
    -4%	-13%[19.4 µM]	-2%	/
S=C=S
    0%	4%[60.1 µM]	-3%	/
COc1ccccc1CN1CCCC2(CCN(C(=O)Oc3ccccc3)CC2)C1
    1%	-1%[60.1 µM]	1%	/

Only POLK inh, APEX1 inh and BLM helicase inh (5 entries from above):
Compound	POLK inh	APEX1 inh	BLM helicase inh
C(=C/c1ccccc1)/CN1CCN(CCOC(c2ccccc2)c2ccccc2)CC1	?	-6%	-4%
COc1ccc(C(=O)c2c(C)n(CCN3CCOCC3)c3cc(I)ccc23)cc1	-11%[19.4 µM]	10%	-9%
CN1CCCC2(CCN(C(=O)c3csnn3)CC2)C1	7%[60.1 µM]	3%	1%
O=C(O)CNCP(=O)(O)O	-6%[60.1 µM]	1%	1%
Ic1cncc(OC[C@@H]2CCN2)c1	-10%[19.4 µM]	4%	-2%

Some of the compounds tested; count on the stated rates, not on these rows.
